# GC-A act = GC-A (human) enzyme activation | AID 1671463 | P16066 | actives 0.14% (n = 370,000) | activation, % at 10 µM | HEK293 GC-A cells, cGMP TR-FRET, EC30 ANP; 0% at EC30 ANP, 100% saturating ANP; in the data active = activation above about 40%
# ASAP1 GAP inh = ASAP1 ArfGAP inhibition; Q9ULH1; ASAP1-stimulated ARF1 GTP hydrolysis, GDP FP detection; inhibition, % at 16.5 µM; actives 0.19% (n = 360,000); AID 624377; in the data active = inhibition above about 25%;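 note: 0% = vehicle with enzyme and substrate and 100% = no enzyme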
# Target sequence (Q9ULH1 325-724 limits assumed): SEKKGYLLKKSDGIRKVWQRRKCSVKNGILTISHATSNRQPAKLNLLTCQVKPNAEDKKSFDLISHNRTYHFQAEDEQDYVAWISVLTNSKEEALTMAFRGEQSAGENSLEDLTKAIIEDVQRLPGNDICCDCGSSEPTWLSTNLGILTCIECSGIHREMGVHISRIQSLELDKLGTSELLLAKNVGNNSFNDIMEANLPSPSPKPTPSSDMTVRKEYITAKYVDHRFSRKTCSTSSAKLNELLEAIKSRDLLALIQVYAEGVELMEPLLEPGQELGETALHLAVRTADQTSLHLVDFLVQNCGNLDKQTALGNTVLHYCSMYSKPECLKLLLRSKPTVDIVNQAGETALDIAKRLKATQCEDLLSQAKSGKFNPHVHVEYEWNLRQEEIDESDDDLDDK
# ARFGAP1 inhibitor = inhibits rat ARF GTPase activating protein 1; Q62848; Arfgap1-stimulated ARF1 GTP hydrolysis, GDP FP detection; inhibition, % at 16.5 µM; actives 0.26% (n = 360,000);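 active = inhibition above a per-plate limit, mean inhibition of low control wells plus 3 SD, cut at about 25% in these data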;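 note: 0% = DMSO wells with enzyme and 100% = wells lacking Arfgap1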
# Target sequence (Q62848 1-136 limits assumed): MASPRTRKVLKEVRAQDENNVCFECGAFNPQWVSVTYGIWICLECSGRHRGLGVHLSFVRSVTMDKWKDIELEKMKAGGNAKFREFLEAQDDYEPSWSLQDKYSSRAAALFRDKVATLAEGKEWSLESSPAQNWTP
#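 Replicates: Single well per compound | Assay system: Truncated rat Arfgap1 GAP domain | Control set: No-Arfgap1 wells (100%) versus DMSO full-reaction wells (0%) | Times: Enzyme reaction 120 min at 25 °C after 20 min preincubation | Reagent: Human ARF1(Δ1-17)-GTP substrate | Measured by: Tracer-displacement fluorescence polarization with EDTA stop, 620/688 nm | Measure: Percent inhibition of Arfgap1-stimulated GTP hydrolysis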
# sPLA2-III inh = Inhibits HGIII-sPLA2 liposome hydrolysis, primary screen. Q9NZ20. QFRET BODIPY PC-A2 liposome hydrolysis, fluorescence. inhibition, % at 12.2 µM. actives 0.56% (n = 370,000). AID 743126;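 active = inhibition above mean plus 3 SD of compounds lying within the high and low control bounds, cut at about 19% in these data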;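 note: 0% = median of test compound wells and 100% = no enzyme DMSO wells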
# ADAM10 inh = inhibits human ADAM10; O14672; recombinant ADAM10, EDANS/DABCYL FRET peptide cleavage, 3 h; inhibition, % at 7 µM; actives 0.62% (n = 370,000);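 active = inhibition above a per-campaign cutoff equal to the mean of compounds falling between control-based bounds plus 3 SD, cut at about 20% in these data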;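 note: 0% = DMSO wells while the 100% control is not disclosed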
# GC-B act = GC-B (human) receptor activation; P20594; HEK293-GC-B cells, CNP EC30, cGMP TR-FRET; 0% at EC30 CNP, 100% saturating CNP; activation, % at 10 µM; actives 0.11% (n = 370,000); AID 1920062;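 active = activation at 10 µM reaching about 35% in either raw or pattern-adjusted values, limit read from the data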
# rCAG RNA binder = molecules binding r(CAG) RNA repeats; actives 1.3% (n = 370,000); inhibition, % at 3 µM; AID 651821; r(CAG) RNA repeat, TO-PRO-1 dye displacement fluorescence;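 active = inhibition above the plate cutoff, the mean of all test compounds on that plate plus 3 SD, cut at about 35% in these data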;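 note: 0% = DMSO alone and 100% = 100 µM mitoxantrone as full dye displacement; higher means more dye released from RNA so lower well fluorescence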
# proKLK7 act = activators of human kallikrein-7 zymogen; purified proKLK7, EDANS-DABCYL substrate fluorescence; 100% is mature enzyme control, 0% vehicle; activation, % at 7 µM; actives 0.9% (n = 370,000); AID 652039;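 active = activation above the mean of all tested compounds plus 3 SD, computed per campaign excluding outliers beyond control limits, cut at about 13% in these data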
# Target sequence (P49862 whole entry, looked up): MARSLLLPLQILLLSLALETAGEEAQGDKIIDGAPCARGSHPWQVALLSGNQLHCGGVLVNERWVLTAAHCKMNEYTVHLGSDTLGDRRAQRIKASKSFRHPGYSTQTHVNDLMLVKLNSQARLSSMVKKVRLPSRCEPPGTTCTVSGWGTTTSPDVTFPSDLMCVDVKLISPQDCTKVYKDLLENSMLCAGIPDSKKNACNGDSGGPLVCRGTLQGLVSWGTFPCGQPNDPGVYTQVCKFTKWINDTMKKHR
# DDE Tn6 FP inh = disrupts Tn6 cyclic peptide binding to fibrin D-Dimer-E complex; actives 0.21% (n = 370,000); AID 720509; Fibrin DD(E) TRITC-Tn6 fluorescence polarization displacement; P02675; inhibition, % at 8.3 µM;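 active = inhibition above a per-campaign cutoff: mean of compounds within control limits plus 3 SD, cut at about 15% in these data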;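 note: 0% = median of all compound wells on the plate and 100% = blocking peptide control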
# GAA850 FXN act = increases GAA850 frataxin promoter reporter activity. HEK293 lucGAA850 FXN promoter luciferase reporter, 24 h; percent of 10 µM SAHA response. activation, % at 6 µM. actives 0.56% (n = 360,000). AID 540364;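 active = activation above the average of all compounds screened plus 3 SD, cutoff fixed separately per campaign, cut at about 7.5% in these data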;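 note: 0% = DMSO wells and 100% = 10 µM SAHA wells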
# Active calls of the source: *; i = inactive; nt = not tested or not shown. No enrichment for hits, and some 4.5% of all compounds hit somewhere here.
SMILES,GC-A act,ASAP1 GAP inh,ARFGAP1 inhibitor,sPLA2-III inh,ADAM10 inh,GC-B act,rCAG RNA binder,proKLK7 act,DDE Tn6 FP inh,GAA850 FXN act
O=C(O)c1ccc(NC(=O)c2ccccc2NC(=O)c2ccccc2Cl)cc1,1.4,7.4,-3.7,5.3,-3.0,6.3,3.6,0.7,4.8,1.1
COc1cc(-c2nc(C(=O)NC3CCCCC3)cc3c2[nH]c2ccccc23)cc(OC)c1OC,13.6,16.3,7.0,-8.6,-101.8,24.3,14.1,-8.3,-12.5,-3.1
NC(=O)NOCc1cccc(Cl)c1,-4.0,7.9,2.8,1.5,-0.2,-1.4,-3.2,0.1,9.1,0.5
CC(C)Cc1csc(NC(=O)c2ccc(F)cc2)c1C(=O)O,-0.1,8.1,12.5,-13.5,1.2,0.9,34.8*,1.0,3.2,0.1
CCOC(=O)c1ccc(N2CCN(C(=O)c3ccccc3)CC2)c(NC(=O)c2ccco2)c1,-1.6,-0.5,5.0,-7.4,1.1,1.2,-2.5,0.6,-4.4,-2.8
COc1ccc(C(=O)COC(=O)C2CCC(=O)N2)cc1 (stereo not drawn),0.3,11.4,4.2,4.6,-8.5,3.5,1.1,-0.1,-4.5,1.3
O=C(CC(c1ccccc1)c1ccccc1)N1CCN(c2ccccn2)CC1,-1.1,-20.9,-7.8,-2.7,-7.8,3.7,-5.5,-0.1,1.9,-3.2
COc1cccc(C(=O)NNC(=O)/C=C/c2ccccc2)c1,-2.7,4.9,-3.8,-6.7,6.5,-4.1,2.8,-0.3,-12.9,-0.5
Cc1[nH]c2ccccc2c1/C=N/Nc1cccc(C(=O)O)c1,1.6,-9.5,1.4,-9.3,-56.4,2.9,21.4,9.5,3.5,6.8
CC1(C)OC(=O)C(=CNc2ccccc2)C(=O)O1,0.7,15.2,4.2,8.1,-0.5,7.1,-1.3,-0.2,7.8,1.4
CC(C)c1ccc(C2(C)NC(=O)N(CC(=O)NCC3COc4ccccc4O3)C2=O)cc1 (stereo not drawn),2.6,-6.0,2.5,-10.4,7.1,0.2,-1.3,1.0,-1.2,-0.1
COc1ccc2[nH]cc(C(=O)CN3CC(C)CC(C)C3)c2c1 (stereo not drawn),-4.2,-0.3,19.8,-7.7,0.3,-1.3,-1.3,-0.2,-1.0,-2.9
CCCN1CCC(NC(=S)Nc2ccc([N+](=O)[O-])cc2)CC1,3.8,-4.6,12.6,-6.6,7.7,-4.9,0.7,0.3,-5.4,2.8
COc1ccc(-c2ccc(C(=O)NCC3CCOCC3)c3occc23)c(C)c1,0.2,-2.7,4.0,-7.5,-142.5,8.0,0.5,-1.1,-2.0,-0.6
Cc1ccc2ccc(C(Nc3ccccc3)c3ccc(F)cc3)c(O)c2n1 (stereo not drawn),2.9,4.4,3.1,6.1,-2.4,0.7,6.8,2.3,4.5,nt
COc1cc(NC(=O)CN2C(=O)COc3ccccc32)cc(OC)c1,-1.4,3.6,-5.3,-3.9,2.7,-1.8,0.0,0.1,-3.2,-2.6
O=C1c2cccnc2Oc2ccc(Cl)cc2N1Cc1ccc(F)cc1,-28.8,3.1,11.1,-5.0,6.6,-12.1,-4.9,0.4,-9.4,1.5
CSCCC(NC(=O)COc1ccccc1)C(=O)N(C)CC(=O)Nc1ccc(C)cc1 (stereo not drawn),1.2,-5.0,5.8,-1.5,-4.2,1.5,-1.8,-0.2,4.7,2.4
C/C(=N/NS(=O)(=O)c1ccc(C)c(C)c1)c1c[nH]c2ccccc12,-0.8,0.9,9.3,-1.5,-2.4,-3.5,26.5,0.1,1.4,-0.4
CC(=O)NC(Cc1ccccc1)C(=O)OCC(=O)c1ccccc1 (stereo not drawn),6.5,-15.4,6.2,10.9,-7.8,5.7,-8.1,1.0,-0.4,1.8

# Reprinted at random: 2 records from the list.
SMILES,GC-A act,ASAP1 GAP inh,ARFGAP1 inhibitor,sPLA2-III inh,ADAM10 inh,GC-B act,rCAG RNA binder,proKLK7 act,DDE Tn6 FP inh,GAA850 FXN act
COc1cc(NC(=O)CN2C(=O)COc3ccccc32)cc(OC)c1,-1.4,3.6,-5.3,-3.9,2.7,-1.8,0.0,0.1,-3.2,-2.6
O=C1c2cccnc2Oc2ccc(Cl)cc2N1Cc1ccc(F)cc1,-28.8,3.1,11.1,-5.0,6.6,-12.1,-4.9,0.4,-9.4,1.5

# (next part)
SMILES,GC-A act,ASAP1 GAP inh,ARFGAP1 inhibitor,sPLA2-III inh,ADAM10 inh,GC-B act,rCAG RNA binder,proKLK7 act,DDE Tn6 FP inh,GAA850 FXN act
O=C(O)c1cccc2sc3cc(Cl)ccc3c(=O)c12,2.3,-0.8,-6.1,7.6,i,7.9,1.6,6.7,-3.0,-0.4
COc1ccccc1-n1nc(C(=O)NCc2ccco2)c2ccccc2c1=O,4.1,-2.0,-7.3,-0.3,5.9,9.9,-3.6,-0.5,4.9,-0.1
COCCNC(=O)C1(C)CCCN(C(=O)c2cccc3ccccc23)C1 (stereo not drawn),-1.1,-8.2,2.0,10.5,-10.1,-3.9,-0.3,0.2,2.5,1.2
FC(F)Sc1ccc(NC(=S)NC2CCCC2)cc1,0.9,-1.0,7.0,4.2,-1.5,4.6,-1.6,-0.2,1.6,3.6
COc1ccc(S(=O)(=O)Cc2ccc(C(=O)NCC(OC)OC)o2)cc1,0.2,0.1,12.8,-3.2,9.6,-1.0,-2.7,0.4,-3.5,-0.6
COc1cc(CN2CC(=O)N(c3cccc(Cl)c3C)C2=S)cc(OC)c1OC,3.0,1.1,6.4,-81.7,-2.4,-0.6,4.0,-0.2,7.0,-0.4
Cc1cc(NCc2ccccc2)n2ncc(-c3ccccc3)c2n1,2.4,11.7,7.2,0.0,-284.8,-2.0,1.6,-3.1,0.0,0.0
O=C1CC(c2ccccc2)c2ccccc21 (stereo not drawn),-0.7,9.0,1.4,-2.1,-1.3,5.8,0.6,0.2,5.6,2.3
C=C1CCN([C@@H](Cc2ccccc2)C(=O)NC2CCN(Cc3ccccc3)CC2)S(=O)(=O)c2ccccc21,-4.3,6.7,-2.6,-5.5,3.6,-4.9,-6.2,-0.1,-6.2,-0.3
COc1ccc2c(c1OC)C(=O)N1N=C(c3ccc(O)cc3)CC21 (stereo not drawn),1.0,-0.5,-17.2,-2.4,-1.4,-7.5,-1.7,0.3,-2.7,1.2
COc1ccc(C2N(c3cc(Cl)ccc3OC)C(=O)C3CCCN32)c(OC)c1 (stereo not drawn),-20.2,6.9,-0.1,3.0,-3.6,-22.9,0.6,0.0,1.6,-0.1
CCC(CC)NC(=O)Nc1ccc(F)c(Cl)c1,-2.4,-11.9,-3.9,8.1,3.8,-2.8,1.2,0.0,2.1,2.4
CSc1ccccc1Nc1ncnc(N)n1,0.6,-15.0,8.2,4.2,4.0,7.0,-0.5,-0.4,3.2,0.6
C=CCn1c(CNC(=O)c2ccco2)nnc1SCC(=O)Nc1cccc(Br)c1,-7.0,-7.0,6.5,-6.3,-5.6,0.8,-1.8,-0.2,2.1,-2.4
CCOC(=O)[C@]12CCCC3=C1N(CCC3)C(=O)[C@@H](CC(=O)N1CCN(C(=O)c3ccco3)CC1)C2,6.3,nt,nt,15.2,-22.9,-0.7,3.9,0.8,-2.7,nt
Cn1c(=NC(=O)CCl)sc2ccccc21,2.3,-1.5,1.5,-2.2,2.3,2.1,4.3,0.0,-6.3,-2.7
Cc1cccc(NC(=O)c2ccc(C(=O)c3ccccc3)o2)c1,-2.2,8.7,-18.7,-1.2,-2.1,-5.2,-3.5,0.5,-9.7,3.0
Cc1ccccc1Nc1cc(=O)oc2ccccc12,0.1,-5.8,4.3,-4.3,-3.7,1.8,0.9,0.3,6.3,-1.9
N#Cc1ccc(CSc2nnc3[nH]c(=O)cc(N)n23)cc1,-0.5,13.8,8.6,0.0,2.8,2.5,0.9,-0.2,-6.4,0.6
O=C(NCc1ccccc1)c1cccc(S(=O)(=O)N2CCOCC2)c1,5.1,0.3,-8.5,-3.9,2.5,2.4,-5.2,0.0,5.8,1.2
Cc1cc(C=O)c(C)n1-c1ccc(N2CCOCC2)cc1,3.2,-20.6,12.9,14.9,5.6,1.8,-3.9,-0.6,-3.0,-0.7
O=C(NN1CCOCC1)C12CC3CC(CC(C3)C1)C2,-2.2,-3.0,3.8,-1.4,7.8,1.7,1.5,-0.2,-0.6,-1.2
COc1ccc(Cl)cc1NC(=O)CN1CCCCCC1,0.5,-18.3,-8.7,-5.6,0.6,0.7,-2.7,-0.3,2.4,0.7
COc1cccc(/C=N/c2nc3ccccc3n2C)c1O,-2.8,-5.4,3.5,6.2,-3.9,4.2,1.3,-0.5,1.6,1.6
CC(Oc1ccc(F)cc1)C(=O)Nc1ccc(S(=O)(=O)NC2=NCCCCC2)cc1 (stereo not drawn),2.9,4.7,-10.2,-12.7,-6.4,2.7,-2.2,-0.1,7.7,0.7
Cn1c(CCC(=O)OCC(=O)NCC(F)(F)F)nc(=O)c2ccccc21,-0.1,2.5,-0.4,0.4,-5.2,1.6,1.2,0.6,7.6,0.4
CCN(CC)CCOC(=O)c1ccc(NC(=O)CNC(=O)c2ccccc2)cc1,-1.8,-11.7,-2.3,8.2,-1.2,-2.2,-6.2,-0.3,-6.5,0.3
Cn1c(Cc2ccccc2)nnc1SCC(=O)NC1CCCCC1,0.0,-5.1,5.9,5.6,11.1,6.5,-1.0,0.5,-4.5,1.6
COc1c(Cl)cc(Cl)cc1/C=N/NC(=O)c1nnn(-c2nonc2N)c1CN1CCC(C)CC1,-0.8,8.0,-9.7,-3.0,3.4,1.0,2.0,1.1,6.1,2.8
CC(=O)c1cccc(NC(=O)NC(C)C2CCCO2)c1 (stereo not drawn),1.2,1.0,-3.4,0.0,-9.7,4.1,1.4,-0.7,11.8,-1.1
COCCNc1nc2c(-c3cccc(C(F)(F)F)c3)nnn2c2ccccc12,39.0,1.5,11.3,9.2,-18.0,41.8*,7.5,-0.8,-1.5,0.2
CCn1cc(CNC(=O)C2CCC(=O)N(Cc3ccccc3F)C2)cn1 (stereo not drawn),3.7,-2.7,9.6,1.4,-0.6,1.2,-1.0,-0.1,-1.9,-0.5
CCOC(=O)C1=C(C)N(c2ccccc2)C(=O)/C1=C\c1ccco1,-2.0,-7.0,0.9,-0.1,-2.3,-0.1,2.8,-0.1,-7.3,4.3
O=C(COc1ccc2c3c(c(=O)oc2c1)CCC3)N1CCN(c2ccc(F)cc2)CC1,-4.5,0.2,18.3,1.0,-34.1,-1.4,3.3,-0.9,2.4,0.7
COc1ccc(CCNc2oc(COc3ccccc3)nc2C#N)cc1,-5.5,7.2,13.1,-17.4,19.4,1.1,6.1,0.6,-5.7,2.9
OCCC1CN(C2CCC2)CCN1Cc1ccc(F)c(F)c1 (stereo not drawn),-0.1,0.3,-6.8,-2.9,0.5,-1.1,0.1,0.3,-3.5,1.2
O=S(=O)([N-]c1nc2ccccc2nc1-[n+]1ccccc1)c1ccccc1,-0.6,-7.6,-12.2,0.7,-0.8,0.3,5.6,-0.4,3.7,-1.8
